Epigenetic mod – epigenetic GFP locus derepression in mouse cells; mouse C127i GFP locus derepression, cytometry, 30 h; Potency, µM (series often up to 46.1 µM), for inactives: at the top dose GFP derepression (activation); 0.09% of 68,000 active; AID 597; further: % of control where 0% means no effect
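Locus derepression in mouse mammary C127i cells whose integrated CMV-GFP reporter is normally silent; GFP expression after 30 h compound treatment was quantified by counting fluorescent cells.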
DNA Pol III inh – inhibitors of bacterial DNA polymerase III holoenzyme; 0.25% of 71,000 active; Potency, µM (doses to about 57.1 µM), without a hit: at the highest dose activity change, negative = inhibition; AID 603; reconstituted DNA polymerase III holoenzyme replication, biochemical; further: potency means the concentration at half of the fitted maximal effect; on the % scale 0 is the no-effect control and ±100 the full control effect
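Reconstituted *E. coli* holoenzyme (0.35 nM Pol III, 1 nM beta, 154 nM SSB, 2 nM primase) was preincubated with compound for 15 min at RT. Synthesis on 1.4 nM ssM13Gori ran 35 min, then was stopped with PicoGreen/EDTA and read as dsDNA fluorescence.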
4MU fluor – 4-MU region autofluorescence; compound autofluorescence, 340/450 nm, 4-MU equivalents; stronger effect = higher value; max dye-equivalent concentration, M; 11% of 59,000 active; AID 589; in the data active means max dye-equivalent concentration above about 10 nM; inconclusive means mostly about 1.1 nM to 9.6 nM
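Intrinsic fluorescence at 340/450 nm (ex/em) was read after 15 min at room temperature in pH 8.0, 100 mM Tris. Each compound concentration expressed as 4-MU-equivalent concentration from a six-point 4-MU standard series on each plate.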
HBB splicing – modulators of hemoglobin beta chain splicing; HBB splicing reporter cell assay, activation; EGFP reporter with mutant IVS2-654 intron; response scale: normalised to 500 nM splice-correcting PNA; Potency, µM (doses to about 46.1 µM), inactives show at the highest dose activation, most hits filed as activators; 0.06% of 65,000 active; AID 925; further: potency means the concentration at half of the fitted maximal effect; 0% is about no effect
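HeLa cells stably expressing EGFP interrupted by mutant beta-globin intron 2 (IVS2-654), 500/well in 2% FCS. Treated with compound for 2 days at 37C. Splicing correction scored as total well GFP intensity (488 nm excitation, 500-520 nm emission); 500 nM antisense PNA served as control.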
ALOX15 inhib – blocks human 15-lipoxygenase activity. purified 15hLO-1, xylenol orange hydroperoxide absorbance. AID 887. Potency, µM (series often up to 57.1 µM), inactives show at the top dose activity change, negative = inhibition, hits mostly inhibitors. 1.4% of 74,000 active; further: potency means the concentration at half of the fitted maximal effect; on the % scale 0 is the no-effect control and ±100 the full control effect; nearly all actives have a fitted effect of over 55% in size
Target sequence (P16050 whole entry, looked up): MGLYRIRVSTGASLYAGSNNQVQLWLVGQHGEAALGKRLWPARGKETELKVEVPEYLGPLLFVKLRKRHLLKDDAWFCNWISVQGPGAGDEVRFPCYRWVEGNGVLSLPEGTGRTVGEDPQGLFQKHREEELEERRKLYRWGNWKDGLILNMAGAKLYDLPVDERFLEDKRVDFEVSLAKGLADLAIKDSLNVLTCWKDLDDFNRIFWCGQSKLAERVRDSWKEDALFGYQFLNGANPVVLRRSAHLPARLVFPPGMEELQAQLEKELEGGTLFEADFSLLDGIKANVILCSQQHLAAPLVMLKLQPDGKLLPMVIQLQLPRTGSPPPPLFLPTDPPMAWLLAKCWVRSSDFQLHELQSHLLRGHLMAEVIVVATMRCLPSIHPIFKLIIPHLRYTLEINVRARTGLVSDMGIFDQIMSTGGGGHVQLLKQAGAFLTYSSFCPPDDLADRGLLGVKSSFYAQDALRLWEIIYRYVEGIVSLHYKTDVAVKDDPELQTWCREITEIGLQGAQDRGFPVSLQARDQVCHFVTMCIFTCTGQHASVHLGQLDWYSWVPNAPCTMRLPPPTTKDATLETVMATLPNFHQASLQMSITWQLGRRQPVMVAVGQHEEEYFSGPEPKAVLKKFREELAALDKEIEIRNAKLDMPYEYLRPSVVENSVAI
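Hydroperoxide formed from arachidonic acid (50 uM) by purified human 15hLO-1 (40 nM) oxidizes ferrous iron, and the ferric-xylenol orange complex is read at 573 versus 405 nm. Compounds were preincubated 15 min; reaction ran 6 min at room temperature.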
Rhodamine autofl – compound autofluorescence in rhodamine spectral region; Rhodamine-region fluorescence, 547/598 nm, Tris buffer; stronger effect = higher value; max dye-equivalent concentration, M; 0.05% of 59,000 active; AID 594; in the data active means max dye-equivalent concentration above about 11 nM; inconclusive means between about 1.1 nM and that limit
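qHTS spectral profiling of compounds without any target or enzyme present, in pH 8.0 Tris buffer; plates were read after a 15-minute room-temperature incubation using the rhodamine-region filter set.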
HADH2 inh – HADH2 (human) dehydrogenase inhibition; recombinant HADH2, NADH fluorescence, beta-hydroxybutyryl-CoA; Potency, µM (top dose mostly 57.1 µM), for inactives: at the top dose activity change, negative = inhibition, actives largely listed as inhibitors; 3.4% of 73,000 active; AID 886; further: potency means the concentration at half of the fitted maximal effect; on the % scale 0 is the no-effect control and ±100 the full control effect; nearly all actives have a fitted effect of over 60% in size; many of its hits are not listed in these tables
Target sequence (Q99714 whole entry, looked up, one chain of several): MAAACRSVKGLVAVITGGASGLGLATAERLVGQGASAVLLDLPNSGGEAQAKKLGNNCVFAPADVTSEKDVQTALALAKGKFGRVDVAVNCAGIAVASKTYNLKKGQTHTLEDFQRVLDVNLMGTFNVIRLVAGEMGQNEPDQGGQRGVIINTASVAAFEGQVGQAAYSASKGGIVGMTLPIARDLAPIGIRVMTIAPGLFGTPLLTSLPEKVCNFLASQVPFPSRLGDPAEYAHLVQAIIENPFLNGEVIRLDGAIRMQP
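E. coli-expressed His-tagged HADH2 tested at 20 nM in alkaline Tris buffer (pH 9.0); oxidation of 90 uM beta-hydroxybutyryl-CoA with 1 mM NAD+ tracked fluorimetrically for 4 min.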
TexasRed autofl – compound fluoresces in the Texas Red spectral region | Compound fluorescence, Texas Red channel, 547/618 nm; stronger effect = higher value | max dye-equivalent concentration, M | 0.06% of 59,000 active; in the data active means max dye-equivalent concentration above about 10 nM; inconclusive means between about 1.1 nM and that limit
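Pin-transferred compounds and Texas Red standards go into 100 mM Tris buffer, pH 8.0. After 15 min at room temperature, plates are imaged with 547/618 nm filters. Each value is a dye-equivalent concentration derived from the per-plate dye curve.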
Hsp90 Hop PPI – changes Hsp90-Hop TPR2A binding signal, up or down; AlphaScreen TPR2A-His6 binding biotin-Hsp90 C-terminal peptide; Potency, µM (top dose mostly 57 µM), without a hit: at the top dose activity change, negative = inhibition; 0.44% of 71,000 active; active means well fitted curve in either direction with a large enough effect; inconclusive means small, poorly fitted or top-dose-only effect, or another doubt; further: potency means the concentration at half of the fitted maximal effect; on the % scale 0 is the no-effect control and ±100 the full control effect; many of its hits are not listed in these tables
Ub-GFP proteasome – proteasome inhibitors stabilizing ubiquitin-GFP reporter; Ubiquitin-GFP reporter cells, proteasome inhibition, GFP fluorescence; response scale: untreated = 0%, 10 µM MG-132 = 100%; Potency, µM (series often up to 45.9 µM), inactives show top-dose activation (GFP accumulation), actives largely listed as activators; 67,000 tested, under 10 active; AID 526; active means well fitted activation curve with a large enough effect, not every such curve was filed as active; inconclusive means small, poorly fitted or top-dose-only effect, or another doubt; inactive means no such curve, though single readings can be large or run the other way; further: potency means the concentration at half of the fitted maximal effect
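U2OS cells stably expressing ubiquitin(G76V)-GFP, seeded overnight in 0.5% FBS medium, were exposed to compounds (qHTS, 46 uM to 2.9 nM) for 4 hr at 37 °C. GFP-positive cells were counted by laser cytometry (488 ex/515 em), normalized between basal and 10 uM MG-132.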
Fluorescein fluor – compound autofluorescence in fluorescein spectral region. Compound autofluorescence, 480/540 nm, fluorescein-equivalent; stronger effect = higher value. 0.91% of 59,000 active. max fluorescein-equivalent concentration, M; in the data active means max fluorescein-equivalent concentration above about 10 nM; inconclusive means between about 1.1 nM and that limit
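Compounds (23 nL) in 100 mM Tris pH 8.0, 15 min at room temperature, then fluorescence read at 480 nm excitation/540 nm emission. Signal converted to fluorescein-equivalent concentration from an on-plate fluorescein standard curve.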
An asterisk follows results filed as active; i = inactive; ? = inconclusive; nt = no result given; [ ] = dose if it differs, or a comment. Unless noted, the call rests on the fitted dose curve; in most records, active means well fitted curve in the direction sought with a large enough effect; inconclusive means small, poorly fitted or top-dose-only effect, or another doubt; inactive means no such curve, though single readings can be large; an effect the other way counts as inactive or inconclusive. These rows are one share of the data (hit frequency here may not be typical).

cpd	smiles	Epigenetic mod	DNA Pol III inh	4MU fluor	HBB splicing	ALOX15 inhib	Rhodamine autofl	HADH2 inh	TexasRed autofl	Hsp90 Hop PPI	Ub-GFP proteasome	Fluorescein fluor
1	Cc1ccc(C(C(=O)NCc2ccc(F)cc2)N(C(=O)c2csnn2)C2CC2)o1 (stereo unspecified)	-1%	-3%	i	-0.2%[57.5 µM]	0%	i	2%	?	0%	-1%	i
2	COc1ccc(C(=O)CCC(=O)O)cc1	nt	-6%	nt	1.1%	-5%	nt	-5%	nt	-1%	-7%	nt
3	O=C(O)CCSCC(=O)Nc1c(C(=O)C2CC2)oc2ccccc12	3%	-5%	i	2.4%	11%	i	-9%	i	-2%	0%	?
4	Cc1cc(C)c(NC(=O)CSc2nnc(-c3ccncc3)n2Cc2ccco2)c(Cl)c1	0%	3%	i	-2.1%[57.5 µM]	14%	i	9%	i	-5%	-4%	i
5	CC(C)CCNC(=O)C(c1ccco1)N(Cc1cccs1)C(=O)Cn1nnc2ccccc21 (stereo unspecified)	0%	-5%	i	0.0%[57.5 µM]	-8%	i	6%	i	-4%	-1%	i
6	COc1ccc(CCNc2c(C)c(C)nc3ncnn23)cc1	-1%	1%	i	1.0%	-6%	i	-1%	i	0%	4%	?
7	CCc1c(C)nc(N)n2c(SCC(=O)Nc3ccccc3OC)nnc12	4%	-5%	?	nt	-1%	i	-8%	i	0%	4%	i
8	N[C@@H](Cc1ccc(O)c(I)c1)C(=O)O	12%[20.6 µM]	nt	i	nt	11%	i	-4%	i	nt	nt	?
9	CC(NC(=O)c1ccccc1)c1nc2ccccc2n1Cc1ccc(C#N)cc1 (stereo unspecified)	-2%	-1%	i	-2.6%[0.369 µM]	7%	i	7%	i	-1%	nt	i
10	CC(=Nc1ccc(O)cc1)c1sc2ccccc2c1O	-2%	8%	i	9.6%[57.5 µM]	-17%	i	-8%	?	-18%	3%	1e-07M*
11	CN1CCN(/C=N/c2c(C#N)cnn2C)CC1	0%	0%	?	-1.2%	0%	i	19%	i	0%	3%	?
12	O=C(NC1CCCCC1)c1ccc2c(=O)n(CC3CCCO3)c(=O)[nH]c2c1 (stereo unspecified)	-1%	-5%	1.6e-08M*	-3.2%	6%	i	0%	i	-3%	-9%	i
13	Cc1ccc(-c2nnn(CC(=O)N(Cc3ccco3)C(C(=O)NC(C)(C)C)c3cccs3)n2)o1 (stereo unspecified)	1%	-7%	i	nt	-14%	i	-6%	i	-17%	-3%	i
14	O=c1[nH]c(CN2CCN(C/C=C/c3ccccc3)CC2)nc2cc(Cl)ccc12	-3%	-6%	i	-0.7%	0%	i	-7%	?	-5%	0%	i
15	CC(C)[C@@H]1OC(=O)C=CC=CC=CC=CC=CC[C@@H](O)[C@H](C)[C@@H](O)C[C@H](O)C[C@H](O)C[C@H](O)C[C@H](O)C[C@H](O)C[C@H](O)C=C[C@@H]1C	7%[9.22 µM]	-11%[11.4 µM]	i	1.5%[9.22 µM]	nt	i	6%[11.4 µM]	?	-6%[11 µM]	2%[9.17 µM]	i
16	O=S(=O)(c1cccs1)N1CCc2ccccc21	-2%	-3%	i	nt	0%	i	-2%	i	12%	-3%	?
17	O=C=Nc1ccc(Cc2ccc(N=C=O)cc2)cc1 (tested in a mixture with another compound)	-4%[9.22 µM]	-9%[11.4 µM]	i	0.8%[9.22 µM]	1%[11.4 µM]	i	8%[11.4 µM]	i	-2%[11 µM]	-7%[9.17 µM]	i
18	COc1ccc(-n2c(SCC#N)nnc2-c2ccc(NS(=O)(=O)c3ccc(C)cc3)cc2)cc1	0%	5%	i	-1.1%	-20%	i	-6%	?	-12%	6%	i
19	CCCn1c(CN(C)Cc2ccccc2)nc2c1c(=O)n(C)c(=O)n2C	-1%	-2%	i	0.7%	-1%	i	28%	i	0%	-2%	i
20	Nc1ccc(-n2ccnc2)cc1	-1%	-4%	i	-2.0%	15%	i	11%	i	-3%	-6%	?
21	COc1ccc(-n2c(Cc3cccn3C)nnc2SCC(=O)Nc2ccc3c(c2)OCCO3)cc1	nt	4%	nt	-0.5%	-24%	nt	-7%	nt	-4%[2.3 µM]	-4%	nt
22	C=CCn1cc(C(=O)NCc2ccco2)c(=O)c2cc(S(=O)(=O)N3CCCCCC3)ccc21	2%	5%	i	-1.3%[1.84 µM]	-13%	i	1%	i	-4%	25%	i
23	O=C(CSc1nnnn1C1CCCCC1)NCc1ccco1	-2%	-1%	i	nt	12%	i	-19%	i	-1%	-2%	?
24	C=CCn1c(SCCC(=O)O)nc2c1c(=O)n(C)c(=O)n2C	-1%	-2%	i	nt	1%	i	-9%	i	4%	-5%	i
25	O=C(O)Cc1cc2c(s1)CCCCC2	0%	-7%	6.3e-08M*	2.2%	3%	i	1%	i	0%	0%	i

Reprinted from the part before: 3 compounds; new compounds follow.
cpd	smiles	Epigenetic mod	DNA Pol III inh	4MU fluor	HBB splicing	ALOX15 inhib	Rhodamine autofl	HADH2 inh	TexasRed autofl	Hsp90 Hop PPI	Ub-GFP proteasome	Fluorescein fluor
23	O=C(CSc1nnnn1C1CCCCC1)NCc1ccco1	-2%	-1%	i	nt	12%	i	-19%	i	-1%	-2%	?
24	C=CCn1c(SCCC(=O)O)nc2c1c(=O)n(C)c(=O)n2C	-1%	-2%	i	nt	1%	i	-9%	i	4%	-5%	i
25	O=C(O)Cc1cc2c(s1)CCCCC2	0%	-7%	6.3e-08M*	2.2%	3%	i	1%	i	0%	0%	i
26	CCOC(=O)CSc1nnc(CNC(=O)Cc2ccccc2)n1-c1ccccc1OC	2%	-10%	i	-7.1%	5%	i	5%	i	-3%	13%	?
27	CC(C)c1nc(N2CCCC2)c(C#N)c2c1CCCC2	-1%	5%	3.6e-07M*	-1.7%	-10%	i	?	i	?	0%	i
28	CC(NC(=O)c1ccc(S(=O)(=O)N(C)C)cc1)c1ccccc1 (stereo unspecified)	-5%	2%	i	3.0%	0%	i	21%	i	0%	-2%	i
29	CCOC(=O)Nc1ccc(C(=O)Oc2ccccc2)c(O)c1	2%	13%	i	-0.3%	?	i	14%	i	?	-11%	i
30	CCCCn1c(SCC(=O)NCc2ccccc2)nc2ccc(N3CCOCC3)cc2c1=O	0%	-5%	8.2e-08M*	3.8%[0.369 µM]	-19%	i	5%	i	0%	-6%	i
31	COc1ccc(CNC(=O)COC(=O)c2n[nH]c3ccccc23)cc1OC	0%	-4%	?	-0.2%[57.5 µM]	5%	i	5%	i	-1%	-2%	i
32	Nc1nc(SCC(=O)NCc2ccco2)[nH]c(=O)c1-c1ccccc1	0%	0%	i	-0.4%	12%	i	7%	i	-1%	2%	i
33	Cc1ccc(C(=O)NCc2ccco2)cc1S(=O)(=O)N1CCCCC1	3%	-11%	i	-0.1%[57.5 µM]	-5%	i	?	i	-2%	2%	i
34	CCc1nc2ccccc2n1Cc1ccccc1OC	-1%	0%	i	-0.7%[57.5 µM]	-1%	i	7%	i	0%	2%	i
35	CCOc1cc(-c2noc(CCC(=O)Nc3cccnc3)n2)ccc1OC	0%	-5%	i	5.4%[1.84 µM]	8%	i	9%	i	-3%	-5%	i
36	O=C(NCc1cccs1)C1CCCN(S(=O)(=O)c2cnc[nH]2)C1 (stereo unspecified)	-3%	-1%	nt	0.7%	3%	nt	0%	nt	-3%	6%	nt
37	COc1ccc(Cl)cc1NC(=O)N1CCN(S(C)(=O)=O)CC1	0%	8%	i	-0.6%	-12%	i	10%	i	?	10%	?
38	CC(=O)C1=C(O)C(=O)N(C2CCCCC2)C1c1ccccc1 (stereo unspecified)	0%	-2%	i	0.3%	24%	i	-6%	i	-3%	-2%	i
39	O=C(CSc1ncnc2c1oc1ccccc12)N1CCN(c2ccccc2)CC1	0%	0%	i	-0.9%	6%	i	-7%	i	-8%	-3%	i
40	Cc1c(NC(=O)c2cc(-c3ccccc3)on2)c(=O)n(-c2ccccc2)n1C	1%	-11%	1.4e-08M*	2.8%	9%	i	10%	?	?	8%	i
41	C=CCn1c(Cc2cccs2)nnc1SCC(=O)Nc1ccc(OC)c(OC)c1	-2%	-4%	i	-3.8%[57.5 µM]	5%	i	-4%	i	-2%	0%	i
42	O=C(Nc1ccncc1)Nc1ccccn1	-1%	-2%	i	-0.3%[57.5 µM]	16%	i	6%	i	-2%	4%	i
43	CCOC(=O)C1CCN(C(=O)c2sc3nc(-c4ccc(F)cc4)cn3c2C)CC1	0%	2%	i	-0.3%	0%	i	0%	?	-6%	18%	i
